ABCB6 inh MLPCN = ABCB6 transporter inhibitors, primary screen, K562-ABCB6 cells, flow cytometry, MLPCN library; 360,000 compounds, 0.19% hits; fluorescence ratio to DMSO, % at 10 µM; K562-ABCB6 porphyrin accumulation, 1 h; active compounds read low;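 active = fluorescence ratio to DMSO below 75%, the collection mean minus 3 SD; inconclusive = too few cells collected in the well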;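 note: signal is porphyrin accumulated inside mitochondria; 100% equals median channel fluorescence of DMSO control wells; lower ratio means ABCB6 inhibition with less porphyrin fluorescence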
Glyco luc inh = increase of ERlucT glycosylation luciferase signal, primary screen, N-linked glycosylation inhibitor project, D54 ERlucT cells, luminescence, set 2. D54 ERlucT glycosylation luciferase reporter, 24 h; percent of 100 nM tunicamycin response. AID 588692, 2011. reporter increase, % at 12.5 µM. 360,000 compounds, 0.23% hits;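 active = mean luciferase reporter signal, scaled so untreated is 0 and the glycosylation-blocking control 100, at or above a set limit in every replicate; inconclusive = mean reaches the limit but not every replicate does; inactive = mean below the limit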;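 note: luciferase carries N-glycosylation sites so blocking glycosylation raises the light; 0% = median of neutral control wells and 100% = median of 100 nM tunicamycin wells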
CaV13 ICDI inh = Disruptors of the CACNA1D IQ motif to Ca2+-dependent inactivation inhibitor domain association, primary screening, Förster resonance energy transfer in intact living … | HEK cells, CFP/YFP FRET ICDI-IQ, plate reader, 10 min; percent FRET-ratio fall versus neutral wells | inhibition, % at 12.3 µM | 340,000 compounds, 0.098% hits | AID 743397;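 active = mean replicate inhibition of at least 30% and at least 1% of replicates passing that level; inconclusive = only one of the two criteria is met; inactive = neither criterion is met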;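 note: 0% = median of the neutral control wells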
PDI inh = inhibitors of human PDI, primary screen, biochemical, turbidity, single point, plate reader; Protein disulfide-isomerase (Homo sapiens), P07237; PDI insulin aggregation turbidity, A650, 90 min; 350,000 compounds, 0.052% hits; inhibition, % at 10 µM;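 active = mean inhibition across replicates of 30% or more, whatever share of single replicates reach that level; inconclusive = mean inhibition below 30% while every single replicate reaches 30%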;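 note: absorbance from insulin aggregation driven by PDI reduction with DTT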
Cardio protect = cardioprotection against H2O2-induced cell death, primary screen, uHTS, H9c2 cells, ATPLite luminescence; H9c2 cardiomyocytes, H2O2 injury protection, 2 h; protection from H2O2 cell death, % at 20 µM; 360,000 compounds, 0.63% hits; AID 588492, 2011;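 active = compounds giving at least 50% protection of heart cells from peroxide-induced death in the single-dose screen, raw or plate-pattern-corrected value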;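 note: 0% = DMSO wells with peroxide and 100% = DMSO wells without peroxide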
MC4R ag barr = MC4R agonists recruiting beta-arrestin, primary screen, cell-based, luminescence, agonist arm of biased-ligand search; U2OS MC4R beta-arrestin complementation; percent of melanotan II response, DMSO zero; activation, % at 8.9 µM; 360,000 compounds, 0.98% hits; AID 540308, 2011;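 active = activation above a per-plate cutoff, the mean activation of sample wells on that plate plus 3 SD, cut at about 8% in these data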
Target sequence (P32245 whole entry, looked up): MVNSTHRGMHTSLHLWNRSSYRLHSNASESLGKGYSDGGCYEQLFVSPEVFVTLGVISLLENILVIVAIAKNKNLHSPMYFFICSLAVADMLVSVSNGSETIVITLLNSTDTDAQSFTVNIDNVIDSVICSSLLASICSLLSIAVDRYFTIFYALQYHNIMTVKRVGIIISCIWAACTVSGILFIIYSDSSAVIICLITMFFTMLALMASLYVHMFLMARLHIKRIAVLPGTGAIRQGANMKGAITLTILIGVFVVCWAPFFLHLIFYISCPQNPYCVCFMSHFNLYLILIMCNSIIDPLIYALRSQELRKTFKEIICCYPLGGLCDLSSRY
HTR2A ag = mouse Htr2a agonists via beta-arrestin recruitment, primary screen, cell-based, luminescence; 360,000 compounds, 0.66% hits; CHO-K1 mHTR2A beta-arrestin complementation; percent of 30 µM serotonin response; 5-hydroxytryptamine receptor 2A (Mus musculus), P35363; activation, % at 7.6 µM; AID 624169, 2012;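 active = activation above a run cutoff, the mean activation of all tested compounds plus 3 SD, cut at about 14% in these data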;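 note: 0% = plate median of compound wells and 100% = 30 µM serotonin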
Target sequence (P35363 whole entry, looked up): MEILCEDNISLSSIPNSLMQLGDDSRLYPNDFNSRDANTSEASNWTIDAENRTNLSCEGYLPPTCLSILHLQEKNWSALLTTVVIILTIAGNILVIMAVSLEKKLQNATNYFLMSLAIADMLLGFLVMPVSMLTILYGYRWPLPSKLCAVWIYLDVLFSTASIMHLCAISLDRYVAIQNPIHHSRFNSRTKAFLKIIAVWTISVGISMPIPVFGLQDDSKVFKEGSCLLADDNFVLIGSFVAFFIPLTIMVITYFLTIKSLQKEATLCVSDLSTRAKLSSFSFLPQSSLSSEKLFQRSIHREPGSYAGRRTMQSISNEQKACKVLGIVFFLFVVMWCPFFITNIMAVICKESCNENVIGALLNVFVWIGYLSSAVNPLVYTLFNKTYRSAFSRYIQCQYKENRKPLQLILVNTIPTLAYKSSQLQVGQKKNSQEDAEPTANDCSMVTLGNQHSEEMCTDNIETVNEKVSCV
ABHD5-PLIN5 inh = ABHD5-PLIN5 interaction inhibitors, primary screen, cell lysate, split luciferase complementation, luminescence; Perilipin-5 (Homo sapiens) + 1-acylglycerol-3-phosphate O-acyltransferase ABHD5 (Homo …; Split G. princeps luciferase complementation, 4 h; inhibition, % at 4 µM; 360,000 compounds, 0.78% hits;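 active = inhibition above the mean inhibition across every tested compound plus 3 SD, cut at about 22% in these data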;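 note: 0% = DMSO only wells and the 100% control is not disclosed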
Exocytosis inh = LAMP-1 surface exposure blockers, TALL-104 cells – cell-based, flow cytometry, MLPCN library, primary screen. TALL-104 LAMP-1 surface exposure; cells stimulated with thapsigargin and PMA. inhibition, % at 10 µM. 360,000 compounds, 0.66% hits;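 active = inhibition above about 55%, limit read from the data; inconclusive = no clear call, values can overlap the other calls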
MC4R antagonist = MC4R antagonists of cAMP signaling, primary screen, cell-based, TR-FRET, antagonist arm of biased-ligand search; MC4R-expressing cells, MTII-stimulated cAMP, LANCE TR-FRET; inhibition, % at 6.5 µM; 360,000 compounds, 0.48% hits; AID 540295, 2011;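 active = inhibition above its plate's cutoff, the mean of tested wells on that plate plus 3 SD, cut at about 29% in these data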;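 note: 0% = Melanotan II alone and 100% = Melanotan II plus saturating MCL0020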
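Assay system: U2OS-MC4R stable cell line; Also added: Melanotan II; Technique: Eu-cAMP/anti-cAMP TR-FRET, emission 671 nm; Times: 30-min compound, 1-h challenge, 1-h detection, room temperature.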
Starred values were filed as active, the others as inactive. Compounds were not picked by outcome. About 4.2% of those tested had a hit in this group.

Screening CC(CCC(=O)Nc1nncs1)C(=O)O (centres undefined) returned ABCB6 inh MLPCN 105, Glyco luc inh -1, CaV13 ICDI inh -8, Cardio protect -1, MC4R ag barr -0.5, HTR2A ag 1, ABHD5-PLIN5 inh 2, Exocytosis inh -4 and MC4R antagonist 4.
CCC(CC)C(=O)Nc1cc(C(=O)NCCc2ccccc2)ccc1Cl was read as ABCB6 inh MLPCN 102, Glyco luc inh -2, CaV13 ICDI inh -5, PDI inh -3, Cardio protect 3, MC4R ag barr -3.2, HTR2A ag 5, ABHD5-PLIN5 inh 6, Exocytosis inh -2 and MC4R antagonist 1.
Screening Cc1cc(C)c(S(=O)(=O)Nc2nnc(C3CCCCC3)s2)c(C)c1 returned ABCB6 inh MLPCN 97, Glyco luc inh 5, CaV13 ICDI inh -6, PDI inh -4, Cardio protect -3, MC4R ag barr -2.5, HTR2A ag 2, ABHD5-PLIN5 inh -6, Exocytosis inh -2 and MC4R antagonist 12.
`COc1ccc(-c2cc(C(=O)OCC(=O)N3CCCC3)c3ccccc3n2)cc1` gave ABCB6 inh MLPCN 80, Glyco luc inh 3, CaV13 ICDI inh -5, PDI inh 0, Cardio protect 3, MC4R ag barr -0.6, HTR2A ag 0, ABHD5-PLIN5 inh 1, Exocytosis inh 0 and MC4R antagonist -2.
CC(C)(C)c1ccc(C(=O)NNC(=S)NCC2CCCO2)cc1 (centres undefined) was read as ABCB6 inh MLPCN 104, Glyco luc inh -1, CaV13 ICDI inh -3, PDI inh -1, Cardio protect -2, MC4R ag barr -2.3, HTR2A ag -4, ABHD5-PLIN5 inh -5, Exocytosis inh -4 and MC4R antagonist 17.
For O=C(Nc1ccc(Cl)c(C(F)(F)F)c1)NC1CC2CCCC(C1)N2C1CC1 (centres undefined) the results were ABCB6 inh MLPCN 99, Glyco luc inh 4, PDI inh -1, Cardio protect -18, MC4R ag barr 1.4, HTR2A ag -6, ABHD5-PLIN5 inh 13, Exocytosis inh 4 and MC4R antagonist 5.
Cc1ccc(C(=O)O)cc1S(=O)(=O)N1CCSCC1 was read as ABCB6 inh MLPCN 99, Glyco luc inh 2, CaV13 ICDI inh -4, PDI inh -5, Cardio protect -3, MC4R ag barr -0.7, HTR2A ag 10, ABHD5-PLIN5 inh -2, Exocytosis inh 2 and MC4R antagonist 11.
`O=C(COC(=O)c1cccs1)NC1CCCCC1` gave ABCB6 inh MLPCN 109, Glyco luc inh 1, CaV13 ICDI inh -4, PDI inh 5, Cardio protect 0, MC4R ag barr -3.0, HTR2A ag -1, ABHD5-PLIN5 inh 2, Exocytosis inh -5 and MC4R antagonist 8.
`O=C(NC1CCCC1)C1CC(c2ccc(F)cc2)=NO1` (centres undefined) gave ABCB6 inh MLPCN 103, Glyco luc inh 1, CaV13 ICDI inh -4, PDI inh -5, Cardio protect 5, MC4R ag barr 0.4, HTR2A ag 6, ABHD5-PLIN5 inh 3, Exocytosis inh 4 and MC4R antagonist 8.
`C[C@@H]1CN([C@@H](C)CO)C(=O)CCCn2nncc2CO[C@@H]1CN(C)S(=O)(=O)c1ccccc1F` gave ABCB6 inh MLPCN 92, Glyco luc inh 5, CaV13 ICDI inh -7, PDI inh -7, Cardio protect 2, MC4R ag barr 0.0, HTR2A ag 3, ABHD5-PLIN5 inh 10, Exocytosis inh -1 and MC4R antagonist 5.
COc1ccc(NCCC#N)cc1 was read as ABCB6 inh MLPCN 100, Glyco luc inh 0, PDI inh 9, Cardio protect 0, MC4R ag barr 0.0, HTR2A ag -1, ABHD5-PLIN5 inh -2, Exocytosis inh -4 and MC4R antagonist 13.
`C#CCOCCOCCOCCNc1nc(N2CCN(C(=O)[C@H]([C@@H](C)O)n3cc(CCCCN)nn3)CC2)nc(N2CCN(C(=O)[C@H](CCCCN)n3cc(CCCC)nn3)CC2)n1` gave ABCB6 inh MLPCN 99, Glyco luc inh -1, CaV13 ICDI inh -10, PDI inh 1, Cardio protect 8, MC4R ag barr -1.5, HTR2A ag 5, ABHD5-PLIN5 inh 3, Exocytosis inh 2 and MC4R antagonist 9.
For COc1ccccc1/C=N/NC(=O)c1cccc(NC(=O)c2ccccc2C)c1 the results were ABCB6 inh MLPCN 87, Glyco luc inh 1, CaV13 ICDI inh -3, PDI inh 4, Cardio protect 6, MC4R ag barr -1.0, HTR2A ag -1, ABHD5-PLIN5 inh -9, Exocytosis inh -7 and MC4R antagonist 2.
For O=C(COc1ccc2c3c(c(=O)oc2c1)CCC3)NCc1cccnc1 the results were ABCB6 inh MLPCN 102, Glyco luc inh 3, CaV13 ICDI inh -5, PDI inh 4, Cardio protect 2, MC4R ag barr -1.7, HTR2A ag 0, ABHD5-PLIN5 inh 6, Exocytosis inh 1 and MC4R antagonist -10.
Cc1cc(OCC(=O)Nc2ccccn2)c2c(C)cc(=O)oc2c1 was read as ABCB6 inh MLPCN 101, Glyco luc inh 1, CaV13 ICDI inh -4, PDI inh 11, Cardio protect 8, MC4R ag barr -2.8, HTR2A ag -3, ABHD5-PLIN5 inh 6, Exocytosis inh -16 and MC4R antagonist -1.
Screening O=C(CCN1C(=O)C2C3C=CC(C3)C2C1=O)N1CCN(c2ccc(F)cc2)CC1 (centres undefined) returned ABCB6 inh MLPCN 91, Glyco luc inh -1, CaV13 ICDI inh -3, PDI inh -6, Cardio protect 0, MC4R ag barr 1.6, HTR2A ag -4, ABHD5-PLIN5 inh -1, Exocytosis inh 0 and MC4R antagonist 7.
`O=C(CN1CCN(Cc2ccccc2)CC1)NC(=O)NC1CCCCC1` gave ABCB6 inh MLPCN 86, Glyco luc inh 4, PDI inh -4, Cardio protect -2, MC4R ag barr -1.9, HTR2A ag -1, ABHD5-PLIN5 inh -7, Exocytosis inh 2 and MC4R antagonist 0.
Screening Cc1ccc(OCc2ccc(C(=O)O)o2)cc1C returned ABCB6 inh MLPCN 93, Glyco luc inh 0, CaV13 ICDI inh -2, PDI inh -3, Cardio protect 0, MC4R ag barr -1.3, HTR2A ag -2, ABHD5-PLIN5 inh 1, Exocytosis inh 14 and MC4R antagonist 4.
Cc1ccc(S(=O)(=O)N2CCN(C(=O)CCn3cncn3)CC2)cc1C was read as ABCB6 inh MLPCN 99, Glyco luc inh -1, CaV13 ICDI inh -5, PDI inh -11, Cardio protect -4, MC4R ag barr -0.3, HTR2A ag -11, ABHD5-PLIN5 inh -7, Exocytosis inh 0 and MC4R antagonist 21.
`CN(Cc1nnc(SCC(=O)NCCc2ccccc2)n1C)S(=O)(=O)c1ccccc1` gave ABCB6 inh MLPCN 100, Glyco luc inh 0, PDI inh 11, Cardio protect -11, MC4R ag barr -2.0, HTR2A ag 2, ABHD5-PLIN5 inh -3, Exocytosis inh -3 and MC4R antagonist -2.
For COCc1cc(=O)[nH]c(SCC(=O)c2ccccc2)n1 the results were ABCB6 inh MLPCN 102, Glyco luc inh 4, CaV13 ICDI inh -5, PDI inh -1, Cardio protect 5, MC4R ag barr 0.6, HTR2A ag 0, ABHD5-PLIN5 inh 1, Exocytosis inh 4 and MC4R antagonist 18.
For Clc1ccc(CCNc2ncnc3c2nnn3Cc2ccccc2)cc1 the results were ABCB6 inh MLPCN 93, Glyco luc inh -1, CaV13 ICDI inh -21, PDI inh 7, Cardio protect -13, MC4R ag barr 2.7, HTR2A ag 6, ABHD5-PLIN5 inh 7, Exocytosis inh -5 and MC4R antagonist 1.
c1ccc(-c2nnc(SCc3nc4ccccc4[nH]3)o2)cc1 was read as ABCB6 inh MLPCN 93, Glyco luc inh -6, CaV13 ICDI inh -5, PDI inh 2, Cardio protect -7, MC4R ag barr -1.0, HTR2A ag 0, ABHD5-PLIN5 inh 0, Exocytosis inh 1 and MC4R antagonist 5.
Screening O=C(c1ncc[nH]1)c1ccco1 returned ABCB6 inh MLPCN 79, Glyco luc inh 2, CaV13 ICDI inh -6, PDI inh -5, Cardio protect 5, MC4R ag barr 2.3, HTR2A ag 1, ABHD5-PLIN5 inh -1, Exocytosis inh 1 and MC4R antagonist -1.
Screening CN(C)S(=O)(=O)c1cccc(NC(=O)COC(=O)/C=C/c2ccc3c(c2)OCO3)c1 returned ABCB6 inh MLPCN 101, Glyco luc inh 2, CaV13 ICDI inh -7, PDI inh -7, Cardio protect -22, MC4R ag barr -1.0, HTR2A ag 0, ABHD5-PLIN5 inh 1, Exocytosis inh inconclusive and MC4R antagonist 0.
For CCCC(=O)Nc1cc(-c2nn(C)c(=O)c3ccccc23)ccc1OC the results were ABCB6 inh MLPCN 82, Glyco luc inh 9, CaV13 ICDI inh -5, PDI inh -6, Cardio protect 2, MC4R ag barr -0.1, HTR2A ag -1, ABHD5-PLIN5 inh 10, Exocytosis inh 0 and MC4R antagonist 4.
`COc1cc2nc(C3CCC3)n(NC(=O)C(OC(C)=O)c3ccccc3)c(=O)c2cc1OC` (centres undefined) gave ABCB6 inh MLPCN 101, Glyco luc inh -1, CaV13 ICDI inh -7, PDI inh 1, Cardio protect 4, MC4R ag barr 1.9, HTR2A ag 1, ABHD5-PLIN5 inh -4, Exocytosis inh -1 and MC4R antagonist 3.
O=S(=O)(NCCO)c1ccc2c(c1)Cc1cc(S(=O)(=O)NCCO)ccc1-2 was read as ABCB6 inh MLPCN 95, Glyco luc inh 0, CaV13 ICDI inh -5, PDI inh -3, Cardio protect 6, MC4R ag barr -1.2, HTR2A ag 8, ABHD5-PLIN5 inh 5, Exocytosis inh -5 and MC4R antagonist 7.
For COc1cccc(NS(=O)(=O)c2nc3nc(C)cc(C)n3n2)c1 the results were ABCB6 inh MLPCN 104, Glyco luc inh -5, CaV13 ICDI inh -4, Cardio protect 16, MC4R ag barr 0.5, HTR2A ag 5, ABHD5-PLIN5 inh 1, Exocytosis inh 5 and MC4R antagonist 0.
For O=C(CC(CC(=O)c1ccc(Cl)cc1)c1ccccc1C(=O)O)c1ccc(Cl)cc1 the results were ABCB6 inh MLPCN 104, Glyco luc inh 0, CaV13 ICDI inh -5, PDI inh 2, Cardio protect -4, MC4R ag barr 0.8, HTR2A ag 5, ABHD5-PLIN5 inh 8, Exocytosis inh 11 and MC4R antagonist -3.

Screening data (PubChem)
